Assay outcomes deposited in PubChem BioAssay by several laboratories.
FAS-TE inh = FAS thioesterase (human) inhibition | P49327 | recombinant FAS-TE, OMFH fluorogenic substrate, fluorescence endpoint | inhibition, % at 15 µM | hit rate 0.67% among 360,000 | AID 602261;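 active means compounds whose normalised, plate-corrected inhibition of enzyme fluorescence in the single-dose primary screen is 50% or more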;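 further: 0% = DMSO with enzyme and 100% = substrate without enzyme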
Neddyl block = blocks human cullin neddylation | P61081+Q13564 | TR-FRET cullin neddylation, biochemical | calls only at 25 µM | hit rate 0.58% among 360,000 | AID 651699; in the data active means inhibition above about 36%
Target sequence (P61081 whole entry, looked up): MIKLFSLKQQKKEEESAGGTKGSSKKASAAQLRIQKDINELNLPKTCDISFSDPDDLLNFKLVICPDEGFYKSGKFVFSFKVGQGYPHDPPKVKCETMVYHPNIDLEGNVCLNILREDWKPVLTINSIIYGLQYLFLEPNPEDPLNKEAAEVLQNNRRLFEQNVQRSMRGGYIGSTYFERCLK
Target sequence (Q13564 whole entry, looked up): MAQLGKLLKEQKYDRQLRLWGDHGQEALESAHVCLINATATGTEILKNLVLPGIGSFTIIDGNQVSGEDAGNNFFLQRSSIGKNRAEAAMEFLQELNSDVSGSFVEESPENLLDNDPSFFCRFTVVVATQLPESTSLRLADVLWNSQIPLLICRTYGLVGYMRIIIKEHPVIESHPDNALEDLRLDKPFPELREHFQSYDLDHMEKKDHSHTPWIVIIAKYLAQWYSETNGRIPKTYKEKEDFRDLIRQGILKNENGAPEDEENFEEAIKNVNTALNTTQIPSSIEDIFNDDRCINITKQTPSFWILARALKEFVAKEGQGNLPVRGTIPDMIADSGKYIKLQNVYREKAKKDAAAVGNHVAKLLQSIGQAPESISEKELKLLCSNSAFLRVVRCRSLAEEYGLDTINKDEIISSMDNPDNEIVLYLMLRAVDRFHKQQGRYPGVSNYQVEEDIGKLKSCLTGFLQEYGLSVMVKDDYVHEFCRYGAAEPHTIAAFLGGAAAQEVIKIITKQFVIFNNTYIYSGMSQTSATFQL
bovine MsrA act = activates bovine MsrA enzyme; activation, % at 10.6 µM; purified bovine MsrA, absorbance read-out; hit rate 0.3% among 360,000; in the data active means activation above about 7.5%;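 further: 0% = vehicle and 100% = reference activator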
MT1-MMP act inh = blocks activation of human MT1-MMP; P50281; HT1080 RFP-PRO-GFP cells, GFP/RFP ratio fluorescence, overnight; percent of plate control window, DMSO zero; GFP/RFP ratio change, % at 20 µM; hit rate 0.061% among 360,000; AID 651647;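 active means GFP/RFP ratio change of at least 30% with cell ATP level not reduced by more than half and red fluorescence within 50% of control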; further: strong numbers were not always called active
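Assay system – RFP-PRO-GFP reporter HT1080 cells · Compound dosing – single dose of 20 µM compound, 1% DMSO final · Incubation – overnight compound exposure at 37 °C · Measure – GFP/RFP fluorescence ratio · Benchmarks – DMSO wells and RFP-L50D-GFP cells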
eLon inh = E. coli protease La inhibition; purified E. coli Lon protease, fluorescence polarization; P0A9M0; inhibition, % at 7.94 µM; hit rate 0.42% among 360,000; in the data active means inhibition above about 13%, passing the limit was not always enough;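 further: 0% = enzyme with probe and DMSO and 100% = no enzyme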
MsrA inhibitor = inhibitors of bovine MsrA; inhibition, % at 15.5 µM; purified bovine MsrA, absorbance read-out; hit rate 0.75% among 360,000; in the data active means inhibition above about 4.5%;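 further: 0% = vehicle wells with enzyme and 100% = reference inhibitor wells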
CendR NRP1 mod = alters CendR peptide binding to human NRP-1 | O14786 | FAM-RPARPAR peptide binding to NRP-1, fluorescence polarization | inhibition, % at 25 µM | hit rate 0.85% among 360,000 | AID 602438;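 active means inhibition or corrected inhibition above about 18%, plus a signal ratio from 0.5 to 1.5, limit read from the data, passing the limit was not always enough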; further: strong numbers were not always called active
SKN-1 block = inhibitors of C. elegans SKN-1; inhibition, % at 21.8 µM; C. elegans VP596 Pgst-4::GFP/RFP ratio, acrylamide-induced, 24 h; hit rate 0.49% among 360,000; AID 624304;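 active means interference check ratio from 0.5 to 1.5 plus GFP to RFP signal ratio inhibition reaching or exceeding a fixed threshold, cut at about 30% in these data, passing the limit was not always enough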; further: some compounds called inactive have numbers as strong as hits
Rin1-Abl PPI inh = inhibitors of human Rin1-Abl protein interaction. hit rate 0.4% among 360,000. inhibition, % at 7.35 µM. TR-FRET Rin1/Abl binding, biochemical. AID 588664. P00519+Q13671; in the data active means inhibition above about 5%, passing the limit was not always enough
* = called active by the depositor; i = inactive; / = no result given.

SMILES	FAS-TE inh	Neddyl block	bovine MsrA act	MT1-MMP act inh	eLon inh	MsrA inhibitor	CendR NRP1 mod	SKN-1 block	Rin1-Abl PPI inh
CC1=Nc2ccccc2N=C(NC(=O)CSc2nnnn2-c2ccccc2)C1c1ccccc1 (centres undefined)	17	i	-4	1	3	-0.1	-7	24	-4
N/C(=N\OC(=O)c1cccs1)c1ccc(Cl)cc1	3	i	-3	2	-3	-2.0	-6	52*	-1
O=C(COc1ccc2c3c(c(=O)oc2c1)CCC3)NC1CCCCC1	10	i	-3	0	-3	-0.5	-2	4	0
O=C(Cc1ccccc1)NC1CCN(S(=O)(=O)c2cccc(F)c2)CC1	-4	i	-6	-1	2	-0.5	2	14	3
CC(NCC(=O)Nc1ccccc1C(=O)NC1CC1)c1ccccc1Cl (centres undefined)	0	i	-1	2	7	-0.2	2	-13	4
COc1ccc(S(=O)(=O)NC(C)CCc2ccccc2)cc1 (centres undefined)	9	i	-2	-4	9	4.2	5	2	0
CN(C)c1ccnc(-n2cccc2/C=N/OCc2ccc(F)cc2Cl)c1C#N	13	i	-3	0	2	-0.2	2	9	1
Cc1ccc(C)c(NC(=S)NC(NC(=O)Cc2cccc3ccccc23)C(Cl)(Cl)Cl)c1 (centres undefined)	4	i	-1	-37	-7	-0.4	8	7	3
O=C(Cc1ccc(Cl)cc1)NC1CCCN(Cc2ccccc2F)C1 (centres undefined)	3	i	-2	5	-3	-0.8	3	5	-1
Cc1cccc(/N=C/c2c(O)ccc3oc4c(c23)CCCC4)n1	1	i	-4	-6	6	/	-14	6	-2
CCOc1ccc(S(=O)(=O)NCc2csc(C)n2)cc1	-9	i	-2	3	-3	0.5	1	3	-3
CC1CCCCC12NC(=O)N(CC(=O)NC(=O)Nc1ccc3c(c1)OCCO3)C2=O (centres undefined)	6	i	-4	3	-5	0.2	2	-19	0
O=C1[C@H]2[C@@H](c3ccc(C(F)(F)F)cc3)N[C@]3(CCCN(Cc4ccc(C(F)(F)F)cc4)C3=O)[C@H]2C(=O)N1Cc1ccccc1	55*	i	1	1	8	-0.1	-2	11	-3
COc1ccc(CCN(C(=O)c2ccco2)C(C(=O)NC2CCCC2)c2ccncc2)cc1OC (centres undefined)	-4	i	-4	-1	8	-0.3	-7	7	1
COc1ccc(-n2c(C)cc(C(=O)COC(=O)c3ccc(O)cc3O)c2C)cc1	22	i	-2	-10	4	1.1	-4	10	0
C[C@H](NC(=O)c1ccco1)C(=O)Nc1nnc(SCc2ccccc2)s1	-2	i	-1	3	-11	-0.3	-3	12	3
CCCn1c(NC(=O)c2ccc([N+](=O)[O-])o2)nc2ccccc21	1	i	-1	-24	-23	0.2	-39	21	-2
Cc1cccc(CNC(=O)C2CCCN(c3nn4c(=O)cc(C)nc4s3)C2)c1 (centres undefined)	-9	i	0	-1	-20	0.1	5	3	0
CCN(CC)C(=O)Oc1cc(COC)nc(-c2ccccc2)n1	1	i	-2	-1	-6	-1.1	6	-13	-1
COc1ccccc1NS(=O)(=O)c1cc(C(=O)N2CCCCCCC2)ccc1C	1	i	-11	0	7	-0.8	6	-17	1
COCCn1c(SCC(=O)NC2CCCCC2C)nnc1-c1ccncc1 (centres undefined)	-5	i	-1	-3	-3	0.3	0	5	-4
O=C1CCCN1c1ccc(N2CCCC2=O)cc1	-1	i	-10	5	2	1.0	-3	-2	0
Cc1cc(Cl)cc(Cl)c1OCC(=O)NCc1ccco1	8	i	-2	-1	-4	0.6	-24	-4	1
COCCN1CCN(c2c3c(nc4cc(-c5cccc(F)c5)nn24)CCC3)CC1	-1	i	-4	1	0	0.4	9	15	-3
FC(F)Oc1ccc(-c2csc(Cc3nnc4n3CCCCC4)n2)cc1	2	i	1	4	9	0.8	7	-2	-3
COc1cccc(CCNC(=O)c2ccc(OC)c(OC3CCN(C(C)C)CC3)c2)c1	1	i	-2	-2	-7	0.8	1	11	0
Cn1cnnc1SCc1ccc(C(=O)N/N=C/c2cccs2)cc1	-8	i	-7	-2	1	4.7*	7	8	4
CCOc1ccc(OCCn2c(S(=O)(=O)O)nc3c(N)ncnc32)cc1	-2	i	-1	3	-6	/	2	18	2
Cc1csc(NC(=O)C2C3C=CC(C3)C2C(=O)O)n1 (centres undefined)	-8	i	-3	-3	-8	-0.4	-3	6	4
CCOC(=O)C1=C(C)N=C2SC(C)C(=O)N2C1/C=C/c1ccccc1OC (centres undefined)	4	i	-3	-20	-6	0.1	-5	1	-3
O=C(COc1ccc(Cl)cc1Cl)Nc1ccc(S(=O)(=O)NC2=NCCCCC2)cc1	-2	i	1	4	-7	0.3	-2	18	0
CC(=O)C1=C(c2ccccc2)NC(=O)NC1c1ccc(O)c(Cl)c1 (centres undefined)	-3	i	-3	-1	-5	1.4	-10	-1	-1
CC(C)N(Cc1c(O)ccc2c(=O)c(-c3ccc(Cl)cc3)coc12)C(C)C	3	/	-4	-2	7	1.9	-3	13	-2
COc1ccc(CN2C(=O)NC(C)(c3ccc(C)cc3)C2=O)cc1F (centres undefined)	-1	i	-7	-7	2	0.3	-21	-5	0
O=C(NCCCN1CCN(CCCNC(=O)c2ccc(F)cc2)CC1)c1ccc(F)cc1	-3	i	1	4	0	-1.6	9	-10	5
N#Cc1c(NCCCO)nc(NCc2ccccc2)c2c1CCN(Cc1ccccc1)C2	-7	/	-9	-12	-2	3.7	2	25	-3
O=C(NC(=S)Nc1ccccc1N1CCOCC1)c1ccc([N+](=O)[O-])cc1	7	i	-1	0	8	0.8	2	5	-1
Cc1cccc(C)c1NC(=O)c1c(C)nn(-c2ccccc2)c1Cl	-3	i	-2	1	3	-0.8	-5	-14	-3
Nc1nonc1-n1nnc(C(=O)N/N=C/c2cccc(F)c2)c1CN1CCCC1	4	i	0	0	-1	0.5	-7	0	1
O=C(OCC(=O)N1CCN(C(=O)c2ccco2)CC1)c1cccc(O)c1	-5	i	-5	0	4	-0.7	11	8	-1
O=C(COc1ccc(Br)cc1F)Nc1nnc(C2CC2)s1	0	i	-2	-2	-8	0.0	-2	4	2
COC(=O)c1cc(NC(=O)c2nn(C)c(=O)c3ccccc23)cc(C(=O)OC)c1	-1	i	-9	0	7	0.1	-10	15	-1
CSc1nc2n(n1)C(c1cccc(F)c1)C(C(=O)Nc1ccc(C)cc1C)=C(C)N2 (centres undefined)	-5	i	2	4	-2	0.7	-5	3	3
CCN(CC)S(=O)(=O)c1ccc(Cl)c(C(=O)NC(C)C(c2cccs2)N2CCCC2)c1 (centres undefined)	-3	i	-8	-10	5	0.5	8	3	1
CN(Cc1ccccc1)C(=O)c1ccc(NC(=O)Cc2ccc(NC(=O)C3CCCN(C(=O)C4CCCCC4)C3)cc2)cc1 (centres undefined)	3	i	-6	7	-6	0.5	0	1	-2
Clc1cccc(CN2CCN(Cc3nc(CCc4ccccc4)no3)CC2)c1	21	i	-1	-1	-7	-0.7	-9	9	1
O=C(CN1CCCC1)N1c2ccccc2C=Cc2ccccc21	-5	i	2	-1	0	1.9	13	-12	-1
Cc1ccc(SCC(=O)OCC(=O)N(C)CC(=O)Nc2ccccc2Cl)cc1	-3	i	-7	-3	3	0.4	-7	-8	3

Another view of three compounds above:
> COC(=O)c1cc(NC(=O)c2nn(C)c(=O)c3ccccc23)cc(C(=O)OC)c1
  FAS-TE inh: -1	Neddyl block: i	bovine MsrA act: -9	MT1-MMP act inh: 0	eLon inh: 7	MsrA inhibitor: 0.1	CendR NRP1 mod: -10	SKN-1 block: 15	Rin1-Abl PPI inh: -1
> O=C(OCC(=O)N1CCN(C(=O)c2ccco2)CC1)c1cccc(O)c1
  FAS-TE inh: -5	Neddyl block: i	bovine MsrA act: -5	MT1-MMP act inh: 0	eLon inh: 4	MsrA inhibitor: -0.7	CendR NRP1 mod: 11	SKN-1 block: 8	Rin1-Abl PPI inh: -1
> Clc1cccc(CN2CCN(Cc3nc(CCc4ccccc4)no3)CC2)c1
  FAS-TE inh: 21	Neddyl block: i	bovine MsrA act: -1	MT1-MMP act inh: -1	eLon inh: -7	MsrA inhibitor: -0.7	CendR NRP1 mod: -9	SKN-1 block: 9	Rin1-Abl PPI inh: 1

Additional structures.
SMILES	FAS-TE inh	Neddyl block	bovine MsrA act	MT1-MMP act inh	eLon inh	MsrA inhibitor	CendR NRP1 mod	SKN-1 block	Rin1-Abl PPI inh
COC(=O)c1[nH]c2ccc(C)cc2c1NC(=O)NC1CCCCC1	-2	i	-3	5	0	-0.5	-7	7	0
Brc1ccc2nc(-c3ccncc3)c(NC3CCCC3)n2c1	13	i	-3	-7	0	1.9	6	-11	0
CCC(C)Sc1ccc([C@H]2N[C@@](C)(C(=O)OC)[C@H]3C(=O)N(CC)C(=O)[C@@H]23)cc1 (some centres undefined)	-5	i	-2	2	3	0.2	15	8	-1
CCOC(=O)C1=C(C)NC(C)=C(C(=O)OCC)C1c1ccncc1	-4	/	-3	1	-16	2.6	-3	4	0
CC1CCCN(C(=O)C2COc3ccccc3O2)C1 (centres undefined)	-1	i	-7	0	10	-0.2	1	10	1
O=c1c2cnn(-c3ccccc3)c2nc(-c2ccco2)n1-c1ccccc1	24	i	-3	-13	1	1.3	-9	15	-5
O=C(NC1CCCC1)C1CCN(C(=O)c2ccc(-c3ccccc3)cc2)CC1	-3	i	-4	4	7	2.6	-4	2	2
Cc1cc(OCC(=O)N2CCc3ccccc3C2)c(C)cc1Br	38	i	-3	1	8	3.3	18	3	-2
COc1ccc(C(=O)c2sc(NC(C)C)nc2N)cc1OC	-5	i	-4	-11	3	3.7	-4	27	-3
COc1ccc(C(=O)NC(=S)NNC(=O)c2c(-c3ccccc3)noc2C)cc1	-6	i	-7	13	-10	0.0	4	6	-3
CCc1cc2cc(C(=O)Nc3ccc(C)cc3)sc2s1	0	i	-10	3	2	0.9	4	-7	-38
Cc1ccc(N2C(=O)c3ccc(N)cc3C2=O)cc1	-3	i	0	0	-4	0.1	-4	7	-5
Cc1onc(-c2c(Cl)cccc2Cl)c1C(=O)N1CCc2ccccc2C1	5	i	0	-1	7	0.8	12	-14	2
O=C(NCCCn1ccnc1)/C(=C\c1cccs1)NC(=O)c1cccs1	-6	i	-15	-4	-11	2.3	0	7	1
Cc1cc([N+](=O)[O-])nn1Cc1ccc(C(=O)N/N=C/c2ccc(F)cc2)cc1	5	i	-1	3	-8	-0.7	5	9	-1
O=C1NC(c2cc(Cl)cc([N+](=O)[O-])c2O)Nc2ccccc21 (centres undefined)	3	i	-3	-6	1	0.1	-4	3	-1
CCCCNC(=O)CC1S/C(=N/N=C/c2ccc(OC)cc2)NC1=O (centres undefined)	-4	i	-1	0	-3	0.6	-12	-6	-4
COc1cc(Cl)cc(C#N)c1OCC(=O)O	-9	i	-10	1	-3	3.7	5	-3	4
COc1cccc(N2CCN(c3cnc4ccccc4n3)CC2)c1	13	i	-3	0	-1	4.0	-7	0	-2
COc1ccc(Cn2c(-c3ccc(OC)cc3)n[nH]c2=S)cc1	-6	i	0	1	-13	-1.5	-7	-12	2
CCCCN1C(=O)c2ccc(C(=O)OCC(=O)N3CCN(c4ccccc4)CC3)cc2C1=O	5	i	-4	2	-3	0.6	2	2	0
O=C(NCc1ccco1)C1CCN(c2ccc(N3CCOCC3)nn2)CC1	-7	/	-4	4	-7	-0.3	6	-4	5
O=C(Nc1ccc(NC(=O)c2ccc3c(c2)OCO3)cc1)c1cccc(Cl)c1	2	i	-5	3	-4	1.3	3	-1	3
OC[C@@H](O)[C@@H](O)[C@H](O)[C@@H](O)CO	0	i	-1	4	8	-0.8	-4	11	2
C/C(=C\c1ccco1)CN1CCC(N2CCC(C(=O)N3CCOCC3)CC2)CC1	-5	i	-7	1	-14	-0.5	-3	-1	0
CC1=C(C(=O)OCc2ccccc2)C(c2ccccc2OS(=O)(=O)c2ccc([N+](=O)[O-])cc2)NC(=O)N1CCCC(=O)O (centres undefined)	11	i	-5	-4	15	-0.1	0	-21	1
COCC(=O)N1CCC(Oc2ccc(C(=O)N(C)C(C)c3ccon3)cc2)CC1 (centres undefined)	-4	i	-4	-3	2	1.4	13	-12	4
